# Screening results as filed in PubChem BioAssay.
# CatG inh: cathepsin G (human) inhibition; inhibition, % at 5 µM (by protocol); P08311; purified enzyme, AMC-tetrapeptide fluorescence, pooled mixtures; actives 0.2% (n = 62,000);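 active means inhibition above 20% in each of the two mixture wells holding the compound; inactive means inhibition of 20% or less in either well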;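 further: 0% = enzyme control without mixture and 100% = blank lacking enzyme; strong numbers were not always called active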
# CatB mix inh: human cathepsin B inhibition by mixtures. P07858. actives 0.06% (n = 62,000). Purified cathepsin B, AMC dipeptide fluorescence, compound mixtures. AID 488. inhibition, %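 (ten-compound pools at 5 µM per compound and 50 µM total)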; in the data active means inhibition above about 22%, passing the limit was not always enough;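 further: 0% = enzyme without compound and 100% = no enzyme blank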
# CatS block: inhibitors of human cathepsin S | AID 501 | actives 0.06% (n = 62,000) | recombinant cathepsin S, AMC dipeptide fluorescence, pooled mixtures | inhibition, %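 (tested at 5 µM per compound within 10-compound mixtures)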 | P25774; in the data active means inhibition above about 32%, passing the limit was not always enough;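 further: 0% = enzyme without compound and 100% = blank without enzyme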
# C1s inh: blocks human complement C1s protease activity. purified C1s, fluorogenic AMC substrate, pooled mixtures. mean inhibition % of two 10-compound mixtures (hits give high values), % at 5 µM (by protocol). actives 0.16% (n = 62,000). AID 538;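 active means inhibition above 20% in each of the two 10-compound mixture wells holding the compound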;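 further: 0% = enzyme wells lacking compound mixture and 100% = no-enzyme blank wells; some compounds called inactive have numbers as strong as hits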
# CatL inh: blocks human cathepsin L protease activity; purified cathepsin L, fluorogenic substrate, fluorescence; inhibition, %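 (tested at 10 µM)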; actives 0.17% (n = 58,000); AID 460; in the data active means inhibition above about 45%;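 further: 0% = enzyme with no compound and 100% = no enzyme blank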
# ROCK2 inh: inhibitors of human Rho kinase 2; O75116; actives 0.35% (n = 60,000); AID 604; inhibition, % at 6 µM; purified ROCK2, Kinase-Glo ATP depletion luminescence;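 active means inhibition above the screen-wide mean inhibition plus 3 SD, cut at about 18% in these data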;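 further: plate controls were DMSO wells for no effect and Y-27632 control wells after no-enzyme background subtraction for full effect; many of its hits are not listed in these tables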
# Target sequence (O75116 whole entry, looked up): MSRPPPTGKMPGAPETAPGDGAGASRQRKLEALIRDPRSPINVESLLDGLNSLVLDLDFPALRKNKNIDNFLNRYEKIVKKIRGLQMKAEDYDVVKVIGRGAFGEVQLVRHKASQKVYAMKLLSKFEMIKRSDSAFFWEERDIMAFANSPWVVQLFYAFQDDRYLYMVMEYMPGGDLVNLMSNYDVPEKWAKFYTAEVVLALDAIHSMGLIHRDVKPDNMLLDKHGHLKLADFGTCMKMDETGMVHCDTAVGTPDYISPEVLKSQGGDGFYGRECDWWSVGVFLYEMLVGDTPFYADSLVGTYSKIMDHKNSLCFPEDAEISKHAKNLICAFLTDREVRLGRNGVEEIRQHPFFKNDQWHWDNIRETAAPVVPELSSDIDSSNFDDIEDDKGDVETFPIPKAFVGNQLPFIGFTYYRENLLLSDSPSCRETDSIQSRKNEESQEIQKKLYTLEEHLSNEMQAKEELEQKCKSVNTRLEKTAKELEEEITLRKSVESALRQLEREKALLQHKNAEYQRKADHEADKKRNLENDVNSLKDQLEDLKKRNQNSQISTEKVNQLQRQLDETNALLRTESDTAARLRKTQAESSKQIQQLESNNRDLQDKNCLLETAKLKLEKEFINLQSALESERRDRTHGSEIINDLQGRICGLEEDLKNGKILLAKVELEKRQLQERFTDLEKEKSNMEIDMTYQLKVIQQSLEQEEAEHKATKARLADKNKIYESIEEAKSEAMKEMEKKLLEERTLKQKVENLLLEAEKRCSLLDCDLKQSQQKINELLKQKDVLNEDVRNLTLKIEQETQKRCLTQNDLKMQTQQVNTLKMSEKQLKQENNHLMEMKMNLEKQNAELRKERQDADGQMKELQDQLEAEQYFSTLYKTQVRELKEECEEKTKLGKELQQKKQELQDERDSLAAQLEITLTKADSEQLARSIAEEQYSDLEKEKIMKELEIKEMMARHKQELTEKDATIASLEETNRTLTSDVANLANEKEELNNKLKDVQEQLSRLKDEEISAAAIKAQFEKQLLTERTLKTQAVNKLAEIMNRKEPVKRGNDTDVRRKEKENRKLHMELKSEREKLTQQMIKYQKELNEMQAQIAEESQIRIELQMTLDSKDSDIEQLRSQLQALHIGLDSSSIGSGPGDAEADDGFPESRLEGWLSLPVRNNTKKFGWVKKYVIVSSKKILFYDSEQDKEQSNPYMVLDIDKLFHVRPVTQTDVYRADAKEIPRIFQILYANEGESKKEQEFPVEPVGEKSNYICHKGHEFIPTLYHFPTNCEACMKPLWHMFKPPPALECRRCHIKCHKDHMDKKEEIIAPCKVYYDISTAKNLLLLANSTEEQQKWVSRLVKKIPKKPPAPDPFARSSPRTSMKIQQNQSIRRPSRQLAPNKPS
# PKA inh: PKA (human) kinase inhibition; inhibition, % at 6 µM; PKA Kemptide phosphorylation, Kinase-Glo ATP luminescence; actives 0.1% (n = 65,000);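 active means inhibition above the screen-wide mean inhibition plus 3 SD, cut at about 21% in these data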; further: many of its hits are not listed in these tables
# CatB block: blocks human cathepsin B protease activity. P07858. purified cathepsin B, fluorogenic substrate, fluorescence. inhibition, %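 (tested at 10 µM)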. actives 0.1% (n = 63,000). AID 453; in the data active means inhibition above about 21%;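 further: 0% = enzyme with no compound and 100% = no enzyme blank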
# HER2 expr 66K: Her2 kinase expression inhibition. SKBR-3 HER2 protein level, AlphaScreen, 18-24 h; hits give low values. HER2 level % of control, % at 10 µM. actives 0.69% (n = 65,000). AID 645;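 active means HER2 level under 5% of the carrier-only control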;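 further: 100% = DMSO carrier and 0% = 500 nM PU-H71 HSP90 inhibitor; lower value means stronger loss of Her2 protein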
# * hit, by the source's call; nt = no result given. The list is partial; count on the stated rates, not on these rows.
SMILES,CatG inh,CatB mix inh,CatS block,C1s inh,CatL inh,ROCK2 inh,PKA inh,CatB block,HER2 expr 66K
C#CCN1C(=O)C2C(C(=O)NC)C3C=CC2(O3)C1C(=O)NCc1ccc(OC)cc1 (stereo not given),1,0,15,-6,10,nt,9,4,193
CCOC(=O)N1CCC(NC(=O)CCC(=O)N2CCOc3ccccc32)CC1,1,-1,10,-1,8,2,10,1,68
CCOC(=O)C1CCN(C(=O)c2ccco2)CC1,-1,4,5,-24,5,1,4,-4,108
COC(=O)c1ccccc1NC(=O)c1c(O)c2cccc3c2n(c1=O)CCC3,-2,2,16,-8,7,-3,-5,3,87
O=C(Nc1ccccc1)OCC1CCCN2CCCCC12 (stereo not given),10,4,5,16,2,nt,nt,-1,74
COc1ccc(C2C(C#N)=C(N)OC3=C2C(=O)CCC3)c(OC)c1OC (stereo not given),9,-1,0,8,10,7,6,0,82
CCCCNC(=O)c1ccccc1NS(=O)(=O)c1ccc2c(c1)OCCO2,12,4,8,-1,6,5,3,3,121
CC(=O)c1ccc(Oc2cc(C)nc(-n3nc(C)cc3C)n2)cc1,-5,-7,-25,-102,3,1,-7,6,46
O=c1c2ccccc2nnn1CSc1nnc(-c2ccco2)o1,7,2,2,-8,21,nt,10,5,106
COc1cc(C(=O)NCc2ccc3c(c2)OCO3)ccc1OCc1c(C)noc1C,-2,-2,-6,-1,-9,nt,-8,-1,100
CCOc1ccc(N(CC(=O)NC(C)CC)S(=O)(=O)c2c(C)noc2C)cc1 (stereo not given),49,1,-4,-23,nt,4,6,2,92
O=C(CN(Cc1ccco1)C(=O)CNS(=O)(=O)c1ccc(F)cc1)NCc1ccc(F)cc1,-5,-2,9,-62,1,2,-1,0,99
CCOC(=O)Cc1csc(NC(=O)CSc2ncnc3c2cnn3-c2ccccc2Cl)n1,2,6,1,3,-3,-1,4,-6,81
CCCCCn1c(SCc2ccncc2)nc2cc(C(=O)NCc3ccco3)ccc2c1=O,1,2,0,2,-1,nt,8,-2,92
CCn1ncc(C(=O)Nc2ccc(S(=O)(=O)N3CCCC3)cc2)c1C,-1,-3,15,-29,6,7,9,-5,99
Cc1csc(NC(=O)CSc2nnc(C)s2)n1,-1,3,3,1,3,7,11,-2,98
CC1CN(C(=O)Cn2cnc3c2c(=O)n(C)c(=O)n3C)CC(C)O1 (stereo not given),12,6,2,14,3,2,2,6,100
O=C1CCCC2=C1C1(CCCCC1)N=C(Nc1nc3ccccc3s1)N2,-2,-3,-3,-3,-8,-2,-2,-1,97
Nc1cc(N)nc(SCc2cc(=O)oc3cc4c(cc23)CCC4)n1,1,-1,1,3,8,0,3,-3,89
O=C(Cc1cccs1)N(Cc1ccco1)C1(C(=O)NC2CCCC2)CCCCC1,11,1,9,6,7,nt,2,1,65
O=P(O)(CCc1ccccc1)CN1CCCCC1,-14,1,2,-20,-3,1,-1,-1,85
CC(=O)c1cccc(NC(=O)COc2ccccc2)c1,8,-3,-4,-6,4,4,7,-1,87
CCCCn1c(O)c(C(CC)=Nc2ccc3c(c2)CCC3)c(=O)[nH]c1=O,9,8,-3,15,7,-5,0,-2,81
CCOC(=O)c1c(C)c(C(=O)N2CCc3ccccc3C2)c(C)n1CC,-12,-6,-24,-84,-5,-7,-4,-2,84
Cc1cc(=O)n2nc(N3CCCC(C(=O)N4CCc5ccccc54)C3)sc2n1 (stereo not given),4,8,14,-1,11,0,1,-3,99
CCOC(=O)N1CCN(S(=O)(=O)c2ccc(F)cc2)CC1,-12,-1,-5,-68,15,7,15,-3,95
COc1cccc(CNn2c(-c3cccc(C)c3)nc3ccccc3c2=O)c1O,0,0,-5,2,-3,-5,15,1,113
CC(C(=O)N1CCN(C)CC1)N1C(=O)c2ccccc2C1=O (stereo not given),7,0,5,0,-3,-1,-4,-2,77
Cc1ccc(N2C(=O)[C@@H]3[C@H](C2=O)C2c4ccccc4C=CN2[C@@H]3C(=O)c2ccco2)cc1 (stereo not given in full),-3,4,11,2,4,6,11,6,97
COc1ccccc1C(=O)NCC(c1cccnc1)N(C)C (stereo not given),12,-9,11,1,9,3,7,-3,108
CC1(C)SC2c3ccccc3C(=O)N2[C@@H]1C(=O)NCCCN1CCOCC1 (stereo not given in full),3,-5,6,-34,nt,5,3,4,127
N#CCc1nc2c3c4c(sc3ncn2n1)CCCC4,3,-7,5,0,-1,10,2,3,126
COC(=O)c1cc2c(=O)n3ccccc3nc2n(C)c1=N,-37,-35,-56,-105,-65,-10,-9,-28,89
Cc1ccccc1Cn1cc(/C=N/n2cnnc2)c2ccccc21,-7,3,2,3,0,-5,-10,3,77
O=C(CC1CCCC1)Nc1nc2ccccc2[nH]1,0,3,-4,-17,-9,2,16,-4,94
O=C(NCCCN1CCCC1=O)c1ccc2c(c1)ncn2C1CCCCC1,-4,2,-1,-12,nt,-3,3,2,90
O=P(O)(O)CP(=O)(O)O,12,13,42,5,14,0,4,7,94
O=C(O)CNC(=O)c1ccccc1F,0,2,5,-26,11,-1,0,-2,84
COc1ccccc1OCC(=O)Nc1cccc(-c2nc3ccccc3o2)c1,2,-4,4,-13,2,7,9,-2,110
CCN1C(=O)/C(=C\N2CCCCCC2)SC1=S,-3,6,19,-2,12,3,-7,-3,87

# Copied from the results shown for reference:
SMILES,CatG inh,CatB mix inh,CatS block,C1s inh,CatL inh,ROCK2 inh,PKA inh,CatB block,HER2 expr 66K
O=C(Nc1ccccc1)OCC1CCCN2CCCCC12 (stereo not given),10,4,5,16,2,nt,nt,-1,74
COc1ccc(C2C(C#N)=C(N)OC3=C2C(=O)CCC3)c(OC)c1OC (stereo not given),9,-1,0,8,10,7,6,0,82
CCCCNC(=O)c1ccccc1NS(=O)(=O)c1ccc2c(c1)OCCO2,12,4,8,-1,6,5,3,3,121
CC(=O)c1ccc(Oc2cc(C)nc(-n3nc(C)cc3C)n2)cc1,-5,-7,-25,-102,3,1,-7,6,46
O=c1c2ccccc2nnn1CSc1nnc(-c2ccco2)o1,7,2,2,-8,21,nt,10,5,106
COc1cc(C(=O)NCc2ccc3c(c2)OCO3)ccc1OCc1c(C)noc1C,-2,-2,-6,-1,-9,nt,-8,-1,100
CCOc1ccc(N(CC(=O)NC(C)CC)S(=O)(=O)c2c(C)noc2C)cc1 (stereo not given),49,1,-4,-23,nt,4,6,2,92
O=C(CN(Cc1ccco1)C(=O)CNS(=O)(=O)c1ccc(F)cc1)NCc1ccc(F)cc1,-5,-2,9,-62,1,2,-1,0,99
CCOC(=O)Cc1csc(NC(=O)CSc2ncnc3c2cnn3-c2ccccc2Cl)n1,2,6,1,3,-3,-1,4,-6,81
CCCCCn1c(SCc2ccncc2)nc2cc(C(=O)NCc3ccco3)ccc2c1=O,1,2,0,2,-1,nt,8,-2,92
CCn1ncc(C(=O)Nc2ccc(S(=O)(=O)N3CCCC3)cc2)c1C,-1,-3,15,-29,6,7,9,-5,99
Cc1csc(NC(=O)CSc2nnc(C)s2)n1,-1,3,3,1,3,7,11,-2,98
CC1CN(C(=O)Cn2cnc3c2c(=O)n(C)c(=O)n3C)CC(C)O1 (stereo not given),12,6,2,14,3,2,2,6,100
O=C1CCCC2=C1C1(CCCCC1)N=C(Nc1nc3ccccc3s1)N2,-2,-3,-3,-3,-8,-2,-2,-1,97
Nc1cc(N)nc(SCc2cc(=O)oc3cc4c(cc23)CCC4)n1,1,-1,1,3,8,0,3,-3,89
O=C(Cc1cccs1)N(Cc1ccco1)C1(C(=O)NC2CCCC2)CCCCC1,11,1,9,6,7,nt,2,1,65
O=P(O)(CCc1ccccc1)CN1CCCCC1,-14,1,2,-20,-3,1,-1,-1,85
CC(=O)c1cccc(NC(=O)COc2ccccc2)c1,8,-3,-4,-6,4,4,7,-1,87

# Of the compounds above, these have an NH in an aromatic ring.
SMILES,CatG inh,CatB mix inh,CatS block,C1s inh,CatL inh,ROCK2 inh,PKA inh,CatB block,HER2 expr 66K
CCCCn1c(O)c(C(CC)=Nc2ccc3c(c2)CCC3)c(=O)[nH]c1=O,9,8,-3,15,7,-5,0,-2,81
O=C(CC1CCCC1)Nc1nc2ccccc2[nH]1,0,3,-4,-17,-9,2,16,-4,94

# (further entries)
SMILES,CatG inh,CatB mix inh,CatS block,C1s inh,CatL inh,ROCK2 inh,PKA inh,CatB block,HER2 expr 66K
CCOC(=O)c1cc2c(n(-c3ccccc3)c1=O)CC(C)(C)CC2=O,-11,-3,-5,-30,-5,-1,4,-1,101
OC(CCCCN1CCCCC1)c1ccccc1 (stereo not given),1,2,-5,-11,-8,5,11,5,91
CC(C)(C)c1cc(C(=O)NCc2cccnc2)ccn1,8,-5,8,5,nt,4,7,3,113
Cc1noc(C)c1COC(=O)CCc1nc2ccccc2s1,-2,-5,10,-35,nt,6,11,-4,108
N#CCSc1nnc(-c2cccnc2)n1-c1ccccc1,-8,-9,-1,-60,5,5,5,-5,126
CC(=O)c1cn(CC(=O)Nc2ccccc2)c2ccccc12,-4,-4,1,-20,1,5,9,2,87
CCOC(=O)CC(=O)CSCC(=O)Nc1ccc(C)cc1,-20,0,-12,-15,27,4,11,2,71
CSc1nsc(SCc2ccc(F)cc2)n1,5,-2,-2,0,-4,2,0,1,119
CCN(CCCNC(=O)CCCn1c(=O)[nH]c2ccccc2c1=O)c1cccc(C)c1,-2,-4,7,-13,9,-4,-5,-3,99
O=c1cc(NCc2ccco2)[nH]c(=O)n1-c1ccc(Br)cc1,10,0,-5,-24,0,nt,10,1,101
Cc1nc2ccccn2c1P(=Nc1ccccc1)(N(C)C)N(C)C,-1,-1,5,-68,15,0,-1,0,85
Cc1ccc(Nc2nc(C(=O)N3CCC(C(=O)NCCN4CCOCC4)CC3)cs2)cc1,13,3,15,17,-4,-1,-2,-2,104
Cc1ccc(Cn2c(SCCN3CCCCC3)nc3c2c(=O)n(C)c(=O)n3C)cc1,-7,-7,-25,-20,2,1,4,3,95
O=C(O)c1ccc(NS(=O)(=O)c2cc(Cl)ccc2Cl)cc1O,-3,2,-10,-4,10,7,9,3,103
COc1ccc(NC(=O)c2ccccc2NS(C)(=O)=O)cc1OC,13,7,5,17,2,-2,-1,3,106
Cn1ncc(C#N)c1/N=C/N1CCCCC1,-1,-5,5,-27,-10,7,9,0,92
CC(C)N(C=O)C1(C(=O)NC2CCCCC2)CCCCC1,1,2,-9,-35,8,3,12,0,51
Cn1c(C(=O)NC2CCCCCC2)cc2c(=O)n(C)c3ccccc3c21,12,5,11,21,7,1,-6,1,55
O=C(Cn1nnc(-c2ccncc2)n1)N(C1CCCCC1)C1CCCCC1,9,3,-3,6,2,-2,12,-3,89
COc1ccc(-c2nsc3c(N4CCN(S(=O)(=O)c5ccccc5)CC4)ncnc23)cc1,-4,2,-6,-3,8,-4,5,2,87
CC(=O)OCC[N+](C)(C)C,12,4,-3,18,18,-8,-6,8,103
Cc1ccc(OCC(=O)OC2CCS(=O)(=O)C2)cc1 (stereo not given),-6,2,13,-3,-9,0,2,4,73
O=C(NCC1CCCO1)c1coc2nc3ccccc3nc12 (stereo not given),11,4,1,0,2,6,10,7,68
CCCCC(=O)O[C@H]1CC[C@H]2[C@@H]3CCc4cc(O)ccc4[C@H]3CC[C@]12C,3,-2,6,-3,-15,-2,-6,4,93
O=C(N1CCOCC1)N(Cc1ccco1)CC1CCCO1 (stereo not given),8,4,-3,10,-9,2,-3,0,71
O=C(CSc1nnc(-c2cccnc2)n1Cc1ccco1)c1ccc(Cl)c(Cl)c1,10,2,-8,13,7,-3,-1,-2,110
